Bioassay records from PubChem BioAssay.
PTHR1 agonist: activates the human parathyroid hormone receptor PTHR1. 410,000 tested, 0.075% active. Q03431. Potency, µM (highest dose often 115 µM), for inactives: at the highest dose activation, most hits filed as activators. HEK293 GP2 PTHR1 cells, GloSensor cAMP luminescence, 1 h. AID 743266; also: potency is read from the fitted curve at half-maximal effect; nearly all actives have a fitted effect of over 55% in size; some results filed as inactive show a strong effect at the top dose; inactives centre near -15; many of its hits are not listed in these tables
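HEK-293-derived GP2 cells expressing PTHR1 and a GloSensor cAMP reporter, 3,000/well, plated overnight, given luciferin plus IBMX (each 0.5 mM as added) for 1 h at 37 °C, then compound for 1 h at 37 °C. Luminescence was read after 15 min at room temperature.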
aSyn yeast inh: alpha-synuclein toxicity inhibition in yeast; 370,000 tested, 0.14% active; Potency, µM (highest dose often 46.1 µM), for inactives: at the highest dose growth rescue (activation), usual class: activators; Yeast expressing alpha-synuclein, growth rescue, BacTiter-Glo, 24 h; also: potency is read from the fitted curve at half-maximal effect; % of control where 0% means no effect; nearly all actives have a fitted effect of over 65% in size
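Readout is rescue of growth in alpha-synuclein-expressing yeast, so inhibitors of toxicity appear as activators. Growth after 24 hr at 30 deg C in galactose medium is quantified by luminescence.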
GLP-1R inv ag: acts as inverse agonist at human GLP-1 receptor | AID 624417 | HEK293 GLP-1R CRE-luciferase, luminescence, 24 h; GLP-1R form is constitutively active | Potency, µM (titrated, usually from 38.3 µM), for inactives: at the highest dose activity change, negative = inhibition, most hits filed as inhibitors | 410,000 tested, 1.6% active; also: potency is read from the fitted curve at half-maximal effect; % is scaled to controls: 0 for no effect and ±100 for the full control effect; nearly all actives have a fitted effect of over 55% in size
Target sequence (P43220 whole entry, looked up): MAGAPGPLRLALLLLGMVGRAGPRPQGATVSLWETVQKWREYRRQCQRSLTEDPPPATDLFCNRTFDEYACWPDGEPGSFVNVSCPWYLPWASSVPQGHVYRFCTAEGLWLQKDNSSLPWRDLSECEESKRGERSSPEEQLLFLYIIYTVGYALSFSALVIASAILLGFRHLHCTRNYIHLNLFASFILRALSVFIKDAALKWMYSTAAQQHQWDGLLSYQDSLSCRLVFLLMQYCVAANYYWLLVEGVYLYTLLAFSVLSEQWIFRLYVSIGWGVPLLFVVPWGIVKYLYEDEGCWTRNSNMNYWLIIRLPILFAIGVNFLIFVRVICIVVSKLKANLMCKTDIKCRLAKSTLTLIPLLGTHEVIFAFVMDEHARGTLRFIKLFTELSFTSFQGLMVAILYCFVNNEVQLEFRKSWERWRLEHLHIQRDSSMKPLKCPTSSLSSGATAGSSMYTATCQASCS
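Inverse agonists were sought by their lowering of basal cAMP reporter luciferase output in HEK293 cells stably carrying constitutively active human GLP-1R, after 24 h compound treatment.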
TDP43 rescue: inhibitors of TDP-43 toxicity in yeast | TDP-43 expressing yeast growth rescue, BacTiter-Glo, 24 h | Potency, µM (top dose mostly 46.1 µM), for inactives: at the highest dose growth rescue (activation), usual class: activators | 410,000 tested, 1.8% active; also: potency is read from the fitted curve at half-maximal effect; % of control where 0% means no effect; nearly all actives have a fitted effect of over 50% in size
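Galactose-induced TDP-43 yeast, OD600=0.02, compound pinned; 24 hr, 30 deg C; BacTiter-Glo luminescence for growth. Inhibitors of TDP-43 toxicity read as activators.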
DRD3 agonist: D3 dopamine receptor (human) agonism; 410,000 tested, 0.58% active; D3R DiscoveRx beta-arrestin cells, luminescence, 90 min; P35462; max activation, %; in the data active = max activation above about 30%; also: 0% is about no effect; mostly tested at two doses, the higher about 12 µM
Target sequence (P35462 whole entry, looked up): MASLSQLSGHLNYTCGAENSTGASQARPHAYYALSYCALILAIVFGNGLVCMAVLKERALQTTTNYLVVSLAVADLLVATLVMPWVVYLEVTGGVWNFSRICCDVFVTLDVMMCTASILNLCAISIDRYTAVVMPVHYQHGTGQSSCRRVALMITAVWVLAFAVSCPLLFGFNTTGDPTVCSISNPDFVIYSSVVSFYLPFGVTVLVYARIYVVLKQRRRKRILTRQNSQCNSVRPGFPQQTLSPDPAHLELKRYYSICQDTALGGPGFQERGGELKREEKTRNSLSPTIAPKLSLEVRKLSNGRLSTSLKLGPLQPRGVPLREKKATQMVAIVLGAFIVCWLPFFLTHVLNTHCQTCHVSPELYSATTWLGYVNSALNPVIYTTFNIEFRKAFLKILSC
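Agonist-mode cell screen: cells plated at 1500/well and incubated overnight at 37 °C, then exposed to library compounds for 90 min at 37 °C. Detection reagent was added for 30–60 min at room temperature, and luminescence was read.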
D3 antag: D3 dopamine receptor (human) antagonism. P35462. D3R cells, DiscoveRx beta-arrestin luminescence, antagonist mode; stronger effect = lower value. max response, negative = inhibition, %. 360,000 tested, 2.5% active; in the data active = max response below about -50%; inconclusive = no clear call, values can overlap the other calls; also: % is scaled to controls: 0 for no effect and ±100 for the full control effect; mostly tested at two doses, the higher about 12 µM
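Cells plated overnight at 1500 cells/well, then exposed to library compounds with dopamine controls for 90 minutes at 37 degrees C. DiscoveRx reagent added for 30–60 minutes at room temperature; luminescence read, quantitative HTS format.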
HEK293 tox: cytotoxicity in counter-screen for GLP-1R inverse agonists; HEK293 cAMP-luciferase reporter cells, luminescence, 24 h; Potency, µM (titrated, usually from 38.3 µM), without a hit: at the highest dose activity change, negative = inhibition, most hits filed as inhibitors; 410,000 tested, 0.13% active;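 also: loss of luciferase light is scored as toxicity; potency is read from the fitted curve at half-maximal effect; % is scaled to controls: 0 for no effect and ±100 for the full control effect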
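1536-well qHTS counterscreen of the MLSMR; 200 cells/uL, 12 h pre-incubation, 23 nL cpd, 24 h at 37 deg C 5% CO2, luciferase detection reagent, 12 min RT, luminescence. Inhibition = undesired.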
KB-V1 MDR tox: kills drug-selected multidrug resistant KB-V1 cells; KB-V1 MDR cells viability, CellTiter-Glo, 72 h; Potency, µM (highest dose often 46.1 µM), for the others: top-dose activity change, negative = cytotoxicity, hits mostly cytotoxic; 400,000 tested, 3.4% active; AID 1347076; also: potency is read from the fitted curve at half-maximal effect; % is scaled to controls: 0 for no effect and ±100 for the full control effect; nearly all actives have a fitted effect of over 60% in size
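qHTS viability screen in drug-selected KB-V1 MDR cells: 72 h compound treatment at 37 degrees C, ATP luminescence end point.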
GLP-1R agonist: GLP-1 receptor (human) agonism; AID 624172; HEK293 GLP-1R CRE-luciferase, luminescence, 4-6 h; cells express a hypersensitive GLP-1R form; P43220; Potency, µM (doses to about 45.6 µM), for inactives: top-dose activation, hits mostly activators; 380,000 tested, 0.007% active; also: potency is read from the fitted curve at half-maximal effect; % of control where 0% means no effect
* marks the source's active call; other numbers are inactive results; i = inactive; ? = inconclusive; nt = no result given; & = joins results of further samples; [ ] = remark or other dose. Unless noted, calls follow the shape of the dose curve; as a rule, active = well fitted curve in the direction sought with a large enough effect; inconclusive = small, poorly fitted or top-dose-only effect, or another doubt; inactive = no such curve, though single readings can be large; an effect the other way counts as inactive or inconclusive. Not all compounds are listed; the hit share may differ from the screen's.

SMILES	PTHR1 agonist	aSyn yeast inh	GLP-1R inv ag	TDP43 rescue	DRD3 agonist	D3 antag	HEK293 tox	KB-V1 MDR tox	GLP-1R agonist
C/C(=N\Nc1nc2ccccc2s1)c1cccs1	-23%	-15%	?	-1%[0.397 µM]	7	10	-23%	0%	0%
C=CCn1c(C)cc(C(=O)COc2ncnc3sccc23)c1C	-21%[57.5 µM]	5%	0%	-37%[inhibitor]	-3	-11	7%	?	-6%
CNC(=S)N(CCc1c(C)[nH]c2ccc(C)cc12)Cc1ccco1	i	?	10µM*	9%	2	11	2%	-15%	12%
Cc1ccc(S(=O)(=O)N(C)C[C@H]2Oc3ccc(NC(=O)C4CCCCC4)cc3C(=O)N([C@H](C)CO)C[C@H]2C)cc1	i	-3%	-59%	-1%	-16	-17	-18%	-13%	-4%
Clc1cccc(OCc2nc(-c3ccncc3)no2)c1	i	-7%	-7%	11µM*	-1	-7	13%	-10%	11%
O=C(OCc1nnc(-c2ccccc2)o1)c1cc2ccccc2cc1O	-60%[inhibitor]	3%	-24%	30%	0	-5	-3%	-10%	3%
Cc1nn(CC(=O)Nc2cccc(Cl)c2)c(=O)c2cc(-c3ccccc3)nn12	i	0%	-1%	19%	-5	1	16%	12%	-5%
CN(Cc1cn(C)nc1-c1ccccc1F)C1CCOC1 (stereo not given)	-2%	-4%	-10%	23%	-3	6	0%	-11%	2%
CCc1[nH]nc2c1C(c1ccc(C)o1)C(C#N)=C(N)O2 (stereo not given)	-3%	-6%	20%	-13%	4	-10	15%	10%	-2%
COc1ccc(C(=O)CSc2nnc(CC(=O)Nc3ccccc3OC)n2C)cc1	-54%[inhibitor]	-5%	-5%	-7%	0	-4	-9%	-20%	5%
COc1ccccc1N1CCN(C(=O)c2cccc(N3C(=O)NC4CC3(C)Oc3ccccc34)c2)CC1 (stereo not given)	-8%	-4%	-27%	5%	-4	8	-21%	-2%	1%
O=C(Cn1nc(Cc2cccnc2)c2ccccc2c1=O)Nc1cccnc1Cl	i	-5%	14%	-1%	-7	-14	14%	-28%	11%
COc1ccc(OC)c(C2NC(=S)NC(C)=C2C(=O)Nc2ccccn2)c1 (stereo not given)	i	0%	5%	13%	-16	-13	6%	12%	17%
O=C(CSc1ncccn1)N/N=C/c1cccc(OC2CSC2)c1	-2%	1%	36%[activator]	21%	-8	-12	-1%	-15%	21%
O=c1nc(-c2ccccc2)cc(-c2ccccc2)[nH]1	-37%[inhibitor]	-5%	14%	1%	-6	-26	-12%	2%	12%
COc1cccc(NC(=O)CN(C)C(=O)CCSc2ccc(C)cc2)c1	?	3%	?	19%	-18	?	0%	?	-2%
Cc1oc(-c2ccc(C(=O)Nc3ccc(F)cc3F)cc2)nc1COc1ccccc1	-11%	nt	1%	7%	1	nt	-4%	13%	nt
COc1cccc(/C=C2\SC(=O)N(CC(=O)NC3C=CS(=O)(=O)C3)C2=O)c1 (stereo not given)	i	-10%	?	-5%	12	-6	?	?	-2%
Cc1ccnc(NS(=O)(=O)c2cc([N+](=O)[O-])ccc2C)c1	i	-3%	5%	-13%	0	8	0%	17%	2%
O=C(Nc1ccc(S(=O)(=O)Nc2ncccn2)cc1)c1cc(=O)c2ccccc2o1	i	nt	19%	16%	6	nt	1%	4%	nt
COc1ccc(C(=O)N2CCN(C3CCCCC3)CC2)cc1OC	28%	-3%	-2%	-20%	-2	-12	-10%	?	1%
Cc1ccccc1N/N=C/c1c(C)nc2ccccn12	-19%	2%	?	8%	0	15	-7%	-9%	2%
CCCn1c(=O)c2[nH]cnc2n(-c2ccccc2C)c1=O	i	-5%	60%[activator]	22%	3	7	-4%	17%	0%
COc1ccc(CCNC(=O)CSc2ccc(-c3ccncc3)nn2)cc1	i	1%	11%	13%	6	22	7%	21%	-6%
CC1(C)Oc2cc(N)c([N+](=O)[O-])cc2O1	i	1%	4%	7%	1	?	-14%	13%	2%
CCN(CC)C(=O)Oc1cc(=O)n(C)c2ccccc12	-17%	-7%	20%	-16%	-13	-5	5%	?	17%
CC(C)OC(=O)CSc1nnnn1-c1ccc2c(c1)OCCO2	-43%[57.5 µM]	8%	9%	-2%	9	18	-2%	-11%	2%
O=C(CCS(=O)(=O)c1cccs1)Nc1ccc(C(=O)NC2CCN(Cc3ccccc3)CC2)cc1	i	1%	-19%	14%	-4	0	6%	-2%	15%
COc1ccc(C(=O)Nc2ccccc2N2CCN(C(=O)c3ccccc3)CC2)cc1Br	-31%[inhibitor]	-21%	?	26%	2	16	-4%	-8%	6%
CCCNC(=O)c1nnsc1S(=O)c1ccc(Cl)cc1 (stereo not given)	-88%[inhibitor]	-76%[inhibitor]	?	?	-21	-78*	?	-24%	-4%
COc1cccc(NC(=S)C(C#N)=C2N(C)c3ccccc3N2C)c1	i	1%	7%	21%[9.22 µM]	-11	4	0%	-29%	6%
Cc1ccc(-n2nc3c(=O)n(CC(=O)NC(C)CCc4ccccc4)nc(C)c3c2C)cc1 (stereo not given)	-48%[inhibitor]	-8%	?	3%	7	5	-8%	?	-5%
CS(=O)(=O)c1cccc(C(=O)OCC(=O)NC(=O)Nc2ccccc2F)c1	-8%	1%	13%	-4%	12	6	5%	15%	13%
COc1cc(/C=N/NC(=S)N/N=C/c2cc(OC)c(OC)c(OC)c2)cc(OC)c1OC	i	-2%	42%[activator]	-27%	3	3	?	8%	9%
CC(C)NC(=O)CS(=O)(=O)c1ccccc1	i	7%	7%	8%	4	4	?	9%	-5%
COCCCNC(=S)NCCc1ccc(F)cc1	-3%	-6%	?	11%	7	-8	?	-11%	14%
COc1ccc(Br)cc1/C=C1\Oc2ccccc2NC1=O	i	-8%	4%	13%	-2	-9	15%	-7%	-3%
CC12CC3CC(C)(C1)CC(Nc1nc(N4CCOCC4)nc4ccccc14)(C3)C2	-16%	9%	9%	20µM*	12	18	1%	?	-3%
COC(=O)c1cc(Br)c(=O)n(Cc2cccnc2)c1	i	3%	0%	-12%	-9	-3	11%	-7%	-1%
CCOc1cccc2sc(N(Cc3cccnc3)C(=O)C3CCCCC3)nc12	i	nt	?	?	-5	nt	-4%	1%	nt

Ordered by SMILES length (lowest first): part of the list above.
SMILES	PTHR1 agonist	aSyn yeast inh	GLP-1R inv ag	TDP43 rescue	DRD3 agonist	D3 antag	HEK293 tox	KB-V1 MDR tox	GLP-1R agonist
CC1(C)Oc2cc(N)c([N+](=O)[O-])cc2O1	i	1%	4%	7%	1	?	-14%	13%	2%
CC(C)OC(=O)CSc1nnnn1-c1ccc2c(c1)OCCO2	-43%[57.5 µM]	8%	9%	-2%	9	18	-2%	-11%	2%
Cc1ccc(-n2nc3c(=O)n(CC(=O)NC(C)CCc4ccccc4)nc(C)c3c2C)cc1 (stereo not given)	-48%[inhibitor]	-8%	?	3%	7	5	-8%	?	-5%

Additional structures.
SMILES	PTHR1 agonist	aSyn yeast inh	GLP-1R inv ag	TDP43 rescue	DRD3 agonist	D3 antag	HEK293 tox	KB-V1 MDR tox	GLP-1R agonist
O=C(Nc1ccc(Br)cc1)C1CCCN(S(=O)(=O)c2ccc(Br)s2)C1 (stereo not given)	-95%[inhibitor]	nt	-23%	2%	-1	nt	5%	0%	nt
CCCCn1c(N)c(N(CCOC)C(=O)COc2ccc(C(C)=O)cc2)c(=O)[nH]c1=O	-20%	5%	-16%	-28%	4	17	-12%	-29%	1%
Clc1cc2nc(-c3cccnc3Cl)[nH]c2cc1Cl	-51%[inhibitor]	2%	38%[activator]	?	2	-10	-3%	17%	-2%
COc1ccc(S(=O)(=O)N2CCC(C(=O)Nc3nccs3)CC2)cc1	-16%	2%	11%	8%	2	5	-11%	-25%	-8%
Cc1ccccc1NC(=O)Cn1cnc2c(oc3ccccc32)c1=O	-7%[57.5 µM]	-4%	-6%	11%	2	19	-10%	18µM*	-8%
COc1ccc(N=C/C=C2\C=C(c3ccccc3)OC(C)(C)O2)cc1	i	6%	58%[activator]	0%	0	-9	-8%	-4%	1%
COC(=O)C1CCN(C(=O)c2cc3c(=O)n4cccc(C)c4nc3n2Cc2ccccc2)CC1	-59%[inhibitor]	5%	43%[activator]	-9%	5	-2	44%[activator]	-4%	3%
CCCC(=O)N1CCC(CCC(=O)NC2CC2)CC1	i	0%	1%	16%	1	27	4%	-2%	-4%
O=C(C1=C(O)C(=O)N(Cc2ccco2)C1c1cccc(O)c1)c1ccco1 (stereo not given)	-16%	-2%	5%	5%	20	-9	-19%	9%	-1%
CCOC(=O)C1CCN(C(=O)CCS(=O)(=O)c2ccc3c(c2)CC(C)N3C(=O)CC)CC1 (stereo not given)	-6%	3%	27%	-16%	-6	-16	2%	-24%	4%
CCOC(=O)COc1c(Cl)cc(C2NC(=S)NC(c3ccccc3)=C2C(C)=O)cc1OCC (stereo not given)	i	5%	19%	1%	-4	-1	67%[activator]	-3%	-2%
Cc1ccc(C(=O)c2oc3ccccc3c2NC(=O)COc2ccc(C(C)C)cc2)cc1	-7%	nt	0%	11%	0	nt	-2%	?	nt
CC1(C)c2cc(O)ccc2OC1N1CCOCC1 (stereo not given)	i	-1%	8%	1%	3	-5	-1%	26%	0%
CCc1nc2c(OCC(=O)C(C)(C)C)cccn2c1N(C)C(=O)CC(C)C	-19%	-2%	-6%	6%	-10	0	-11%	0%	-4%
COc1ccc(NC(=O)CSc2nnc(NC(=O)c3ccc(S(=O)(=O)N4CCOCC4)cc3)s2)cc1	i	1%	11%	15%	4	-1	13%	-4%	-2%
CCOC(=O)c1ccc(NC(=O)C2CCCN(c3cnccn3)C2)cc1 (stereo not given)	-1%	?	?	20µM*	-6&1	-4	?	26%	-3%
CC1=C(C(=O)OC(C)C)C(c2ccccc2)NC(=S)N1C (stereo not given)	-31%[inhibitor]	1%	?	26%	-11	-13	-1%	18µM*	7%
